LYP inhibition = LYP phosphatase inhibitors, primary screen, biochemical, DiFMUP fluorescence, recombinant catalytic domain, 10 µM (AID 606). 52,000 tested, under 10 active. recombinant LYP catalytic domain, DiFMUP fluorescence; higher % means a stronger effect. inhibition, % at 10 µM; hits with a dose series show IC50 in µM;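 active = IC50 under 40 µM in the dose-response test; inactive = IC50 of 40 µM or more, or never dose-tested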
Bfl-1 displacement = displacement of Bid BH3 peptide from Bfl-1 – biochemical, fluorescence polarization, FITC-Bid, mouse, primary screen (AID 432) | FITC-Bid BH3 peptide fluorescence polarization displacement; higher % means a stronger effect | one-dose displacement, % at 20 µM; IC50 in µM for titrated hits | 64,000 compounds, 0.02% hits; in the data active = a potency from the dose series; inactive = the rest, 99 in 100 with displacement below about 15%; note: strong numbers were not always called active
Spn PMK inh = inhibitors of Streptococcus pneumoniae phosphomevalonate kinase; purified PMK, PK/LDH-coupled NADH absorbance 340 nm; inhibition, % at 10 µM; 65,000 compounds, 0.49% hits; AID 539;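 active = top-ranked compounds by inhibition in the single 10 µM screen, taking a fixed number of the strongest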;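 note: 0% = full reaction with DMSO carrier and 100% = background rate without enzyme reaction; no value below 0 was filed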
Alkaline phosphatase = human TNAP enzyme inhibitors, biochemical, luminescent (AID 518). inhibition, % at 20 µM; hits with a dose series show IC50 in µM. purified TNAP enzyme, luminescent substrate readout; higher % means a stronger effect. 64,000 compounds, 0.09% hits; in the data active = a potency from the dose series; inactive = the rest, 99 in 100 with inhibition below about 22%;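 note: plate controls were vehicle for no effect and reference inhibitor for full effect; many of its hits are not listed in these tables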
Spn DPM-DC inh = S. pneumoniae DPM-DC inhibition | purified DPM-DC, PK/LDH coupled NADH fluorescence | calls only at 10 µM | 65,000 compounds, 0.49% hits;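 active = the 320 compounds with the highest percent inhibition in the single-dose primary screen, excluding strongly autofluorescent ones, cut at about 32% in these data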;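 note: kinetic rate of NADH fluorescence loss reporting ADP formed by the decarboxylase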
MK inhibit = inhibitors of Streptococcus pneumoniae mevalonate kinase; purified MK, PK/LDH-coupled NADH absorbance 340 nm; inhibition, % at 10 µM; 65,000 compounds, 0.48% hits; AID 555;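 active = ranked among the strongest by inhibition in the single 10 µM screen, a fixed top-ranked set picked for dose follow-up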; note: no value below 0 was filed
HT1080 cytotoxicity = HT1080 cell viability loss – fluorescence readout (AID 620); HT1080 viability, fluorescence; higher % means a stronger effect; one-dose cytotoxicity, % at 10 µM; EC50 in µM for titrated hits; 87,000 compounds, 0.42% hits;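 note: cells exposed to compound overnight then 4 h with Alamar Blue; 0% = vehicle DMSO and 100% = killing control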
HPDE-C7 cytotoxicity = cytotoxicity in HPDE-C7 cells, cell-based, fluorescence, HTS (AID 430) | 63,000 compounds, 1.8% hits | cytotoxicity, % at 10 µM, or EC50 in µM where a hit was titrated | HPDE-C7 pancreatic duct cells viability, fluorescence; higher % means a stronger effect;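 note: cells exposed to compound for 48 hours before viability readout; 0% = vehicle and 100% = reference cytotoxic drug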
HPDE-C7K KRASV12 = cytotoxicity in KRAS-transformed pancreatic duct cells, primary screen, cell-based, fluorescence, HTS (AID 431) | HPDE-C7K KRASV12 cells, Alamar Blue viability, 48 h; higher % means a stronger effect | one-dose cytotoxicity, % at 10 µM; EC50 in µM for titrated hits | 63,000 compounds, 1.7% hits;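 active = compounds whose percent cytotoxicity in the single-dose primary screen, scaled between solvent and toxic-drug controls, exceeds 50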;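 note: 0% = DMSO solvent wells and 100% = doxorubicin-treated wells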
Spn PMK inh pilot replicates = also measured in Spn PMK inh; calls as there; inhibition, %; measured here: pilot screen replicates
MK inhibit pilot replicates = further read-out of MK inhibit, marked with its call; inhibition, %; measured here: pilot screen replicates
Spn DPM-DC inh pilot screen % = further read-out of Spn DPM-DC inh, marked with its call; inhibition, %; measured here: pilot screen trials
* = called active by the depositor; i = inactive; x = no result given. Cut-off read from the data, not from the text of the source, unless noted: active = cytotoxicity above about 50%; inactive = the rest.

SMILES	LYP inhibition	Bfl-1 displacement	Spn PMK inh	Alkaline phosphatase	Spn DPM-DC inh	MK inhibit	HT1080 cytotoxicity	HPDE-C7 cytotoxicity	HPDE-C7K KRASV12	others
CC1(C)Cc2c(C#N)c(NCc3ccco3)nc(-c3ccco3)c2CO1	0%	-1%	2	11%	x	2	-3%	10µM*	x
CC1CC(C)CN(C(=O)COc2ccc(-c3nnco3)cc2)C1 (stereo not drawn)	-2%	-1%	11	6%	i	0	-1%	-1%	11%
COc1ccc(S(=O)(=O)N2Cc3ccccc3CC2C(=O)O)cc1OC (stereo not drawn)	12%	-4%	0	6%	i	4	-3%	-5%	7%
Nc1cccc(-n2nncc2-c2ccc(Cl)cc2)c1	x	-2%	3	11%	i	6	15%	x	x
CCOC(=O)SC1=N/C(=C\c2ccc(N(C)C)cc2)C(=O)S1	9%	-12%	0	24%	i	8	4%	-13%	-16%
O=C(NCc1ccccc1Cl)C1CCN(S(=O)(=O)N2CCC3(CC2)OCCO3)CC1	7%	-2%	17	10%	i	0	10%	-10%	-4%
O=C(CN1CCOCC1)Nc1cccc(Cl)c1Cl	9%	-4%	15	7%	i	3	-14%	2%	-9%
CCN1CCCC1CNC(=O)c1csc2c1CCCC2 (stereo not drawn)	-8%	-4%	16	6%	i	9	7%	-10%	-9%
COc1ccc(-c2nnc(SCC(=O)N3CCc4ccccc4C3)o2)cc1	x	-12%	0	9%	i	0	2%	4%	5%
O=C(COc1ccc(S(=O)(=O)NC2CCCCC2)cc1)NCc1ccccn1	1%	-12%	6	9%	i	10	3%	-14%	-10%	Spn PMK inh pilot replicates=9.5;MK inhibit pilot replicates=0.0;Spn DPM-DC inh pilot screen %=0.0
c1ccc2c(c1)CNC1(CCCCC1)C2	x	1%	7	11%	i	8	-1%	-28%	-16%	Spn PMK inh pilot replicates=0.5;MK inhibit pilot replicates=1.0;Spn DPM-DC inh pilot screen %=3.0
CCOC(=O)N1CCN(C(=O)CCCOc2ccccc2)CC1	7%	4%	10	6%	i	12	1%	-10%	-2%
OCc1nc2ccccc2n1CC(O)Cn1ccc2ccccc21 (stereo not drawn)	13%	1%	4	4%	i	9	7%	7%	6%	Spn PMK inh pilot replicates=1.0;MK inhibit pilot replicates=0.0;Spn DPM-DC inh pilot screen %=0.0
N#Cc1ccccc1Cn1c(=O)n(Cc2ccc(C(=O)NCc3ccco3)cc2)c(=O)c2sccc21	x	-6%	1	15%	i	4	x	0%	10%	Spn PMK inh pilot replicates=1.5;MK inhibit pilot replicates=2.0;Spn DPM-DC inh pilot screen %=1.5
CCOC(=O)N1CCN(S(=O)(=O)c2ccc(C(=O)Nc3nc4ccc(F)cc4s3)cc2)CC1	1%	-12%	22	7%	x	8	1%	-8%	-1%
O=C(c1ccc(Cn2cc(Cl)cn2)o1)N1CCN(Cc2ccc3c(c2)OCO3)CC1	6%	2%	11	2%	i	12	11%	13%	12%
COc1ccc(OCC(O)CNCc2ccco2)cc1 (stereo not drawn)	8%	-4%	2	10%	i	11	0%	-9%	-15%
Cc1cccc(-n2nc3c(c2NC(=O)c2ccc(S(=O)(=O)N4CCOCC4)cc2)CSC3)c1C	-2%	-5%	17	6%	i	0	10%	-9%	-8%
COc1cccc(NC(=O)[C@@H]2CCCN2C(=O)C2CCN(S(=O)(=O)c3ccc(C)cc3)CC2)c1	11%	-8%	17	7%	i	6	-32%	1%	4%
CCCCC12CN3CC(C)(CN(C1)C31C(=O)N(C)c3ccc(C)cc31)C2=O (stereo not drawn)	17%	6%	0	1%	i	4	-11%	x	x

Next section; it opens with the 5 that closed the last part.
SMILES	LYP inhibition	Bfl-1 displacement	Spn PMK inh	Alkaline phosphatase	Spn DPM-DC inh	MK inhibit	HT1080 cytotoxicity	HPDE-C7 cytotoxicity	HPDE-C7K KRASV12	others
O=C(c1ccc(Cn2cc(Cl)cn2)o1)N1CCN(Cc2ccc3c(c2)OCO3)CC1	6%	2%	11	2%	i	12	11%	13%	12%
COc1ccc(OCC(O)CNCc2ccco2)cc1 (stereo not drawn)	8%	-4%	2	10%	i	11	0%	-9%	-15%
Cc1cccc(-n2nc3c(c2NC(=O)c2ccc(S(=O)(=O)N4CCOCC4)cc2)CSC3)c1C	-2%	-5%	17	6%	i	0	10%	-9%	-8%
COc1cccc(NC(=O)[C@@H]2CCCN2C(=O)C2CCN(S(=O)(=O)c3ccc(C)cc3)CC2)c1	11%	-8%	17	7%	i	6	-32%	1%	4%
CCCCC12CN3CC(C)(CN(C1)C31C(=O)N(C)c3ccc(C)cc31)C2=O (stereo not drawn)	17%	6%	0	1%	i	4	-11%	x	x
CCN1CCN(Cc2cc(=O)oc3ccc(Cl)cc23)CC1	x	-15%	11	8%	i	9	-9%	-3%	-11%
COc1cccc(N2CCCn3c2nc2c3c(=O)n(CCN3CCOCC3)c(=O)n2C)c1	1%	-11%	4	15%	i	3	16%	-14%	-23%
CCOC(=O)C1CCN(c2ncnc3c2cnn3-c2ccc(OC)cc2)CC1	5%	2%	0	7%	i	13	-5%	-3%	-7%
Cc1cccc(N2CCN(C(=O)c3ccc(NC(=O)C4CCCO4)cc3)CC2C)c1 (stereo not drawn)	12%	-1%	2	6%	i	7	-8%	13%	9%
Cn1c(Cn2c(=O)sc3ccccc32)nnc1SCC(=O)Nc1ccc(F)cc1	x	4%	4	3%	i	2	4%	-7%	-8%
Cc1ccc(-c2cn3nc(C)c(C)nc3n2)cc1	8%	-12%	12	10%	x	8	1%	-23%	2%	Spn PMK inh pilot replicates=4.5;MK inhibit pilot replicates=1.5
CCOC(=O)C(NC=O)(NC(C)(C)C)C(=O)OCC	-4%	0%	0	12%	i	6	-1%	13%	13%
Fc1ccccc1-c1nc(NCCCN2CCOCC2)c2ccccc2n1	x	3%	4	22%	i	7	-6%	-1%	12%	Spn PMK inh pilot replicates=0.0;MK inhibit pilot replicates=0.0;Spn DPM-DC inh pilot screen %=0.0
COc1ccccc1NC(=O)CN(Cc1ccco1)C(=O)c1cccs1	0%	-3%	13	19%	i	8	6%	-2%	-7%
CC(C)c1cc(C(=O)NCc2cccnc2)no1	0%	4%	10	6%	i	0	-11%	0%	5%
COCCNC(=O)Cn1c(=O)n(CCC(=O)NCCc2ccccc2)c(=O)c2ccccc21	5%	-6%	10	3%	i	9	2%	-24%	-17%
CCCCC(c1nnnn1CCOC)N1CCN(C(=O)c2ccco2)CC1 (stereo not drawn)	14%	-7%	0	8%	i	16	1%	-6%	-5%
CC1CN(C2CCN(S(=O)(=O)c3ccccc3)CC2)CC(C)O1 (stereo not drawn)	8%	-2%	4	7%	i	31	-1%	17%	20%
COc1ccc(C2(O)CCN(Cc3nnnn3Cc3ccc(F)cc3)CC2)cc1	6%	0%	7	9%	i	5	-2%	4%	-8%
Nc1nonc1-c1noc(N2CCCCC2)n1	5%	-1%	0	4%	i	4	3%	x	x
O=c1c2ccccc2oc2nc(C3CCCCC3)n(Cc3ccco3)c(=O)c12	x	1%	14	6%	i	11	22%	-13%	-3%
CC(=O)CC(C)(C)n1nnc(-c2ccccc2)n1	-6%	0%	9	6%	i	9	9%	-11%	-7%
Cn1c(=O)[nH]c(=O)c2c1nc(NCCCn1ccnc1)n2Cc1ccccc1	-2%	2%	14	9%	i	11	0%	6%	9%	Spn PMK inh pilot replicates=0.0;MK inhibit pilot replicates=0.0;Spn DPM-DC inh pilot screen %=1.0
COC(=O)c1ccc(C)c(NC(=O)Cn2cnc3ccccc3c2=O)c1	x	-4%	8	13%	i	12	8%	-11%	-15%
O=C(Nc1ccccc1)c1ccc(NCCN2CCOCC2)c(S(=O)(=O)N2CCOCC2)c1	6%	-5%	14	22%	i	12	-7%	3%	5%
COc1cc(N)cc(NC(=O)c2ccncc2)c1	x	-5%	8	5%	i	11	-9%	x	x
Nc1ccc(-c2nc3c(Cl)cc(N)cc3[nH]2)cc1	4%	8%	18	12%	x	11	x	11%	22%
Cc1ccc(SCCNC(=O)CN(c2ccc3c(c2)OCO3)S(C)(=O)=O)cc1	16%	2%	0	17%	i	3	-5%	2%	3%
O=C(CSc1nnc(Cc2cc(=O)[nH]c(=O)[nH]2)n1-c1ccccc1)NCC1CCCO1 (stereo not drawn)	3%	1%	16	4%	i	9	1%	2%	8%	Spn PMK inh pilot replicates=0.0;MK inhibit pilot replicates=0.0;Spn DPM-DC inh pilot screen %=3.5
O=C(CCCN1C(=O)c2ccccc2C1=O)Nc1ccc(S(=O)(=O)N2CCOCC2)cc1	4%	-7%	5	16%	i	8	14%	-20%	-19%
CCOC(=O)C1=C(C)NC(=O)N(C(C)=O)C1c1ccc(Cl)cc1 (stereo not drawn)	5%	-6%	0	8%	i	0	0%	8%	2%
CN1CCN(C(=O)C23CC4CC(CC(C4)C2)C3)CC1	8%	-5%	0	8%	i	7	x	-1%	2%
CCNc1nc(SC(C)C(=O)OC)nc(N2CCOCC2)n1 (stereo not drawn)	0%	-2%	0	5%	i	8	5%	-28%	2%
COc1ccc(CC(C)N2CCN(c3ccccc3OC)CC2)cc1OC (stereo not drawn)	x	-6%	8	6%	i	7	6%	17%	9%
COc1ccc(N(CC(=O)Nc2cccc(C)c2)S(=O)(=O)c2c(C)n[nH]c2C)cc1	6%	-11%	9	5%	i	4	10%	0%	7%
O=C(c1ccco1)[C@@H]1[C@@H]2C(=O)N(c3ccccc3)C(=O)[C@@H]2C2c3ccccc3C=CN21 (stereo partly drawn)	x	5%	8	-4%	i	0	0%	-5%	-19%
CCOC(=O)C(NCc1ccccc1OC)(NC(C)=O)C(F)(F)F (stereo not drawn)	15%	-12%	11	6%	i	5	4%	-11%	-10%	Spn PMK inh pilot replicates=4.5;MK inhibit pilot replicates=1.0;Spn DPM-DC inh pilot screen %=0.0
CC(C)CCn1cnc2c(cnn2-c2ccc(F)cc2)c1=O	x	7%	11	8%	i	1	x	-11%	-11%
Cn1c(C(=O)NCCCN2CCOCC2)cc2c(=O)n(C)c3ccccc3c21	x	0%	6	15%	i	6	1%	6%	2%
Cc1cc(C)n2ncc(C(=O)Nc3ccc4c(c3)OCO4)c2n1	10%	-3%	1	5%	i	1	8%	5%	5%
Cc1ccc(NC(=O)C2CCN(S(=O)(=O)c3cccc4nonc34)CC2)nc1	9%	-2%	14	8%	i	1	0%	-7%	-3%
CC1=NCCN1S(=O)(=O)c1cc(Cl)ccc1Cl	x	-2%	13	4%	i	4	7%	-8%	-5%
Cc1ccccc1-c1nc(CS(=O)CC(=O)NCCN2CCOCC2)c(C)o1 (stereo not drawn)	5%	10%	0	1%	i	8	-6%	-27%	-14%
COC(=O)CCC(=O)c1oc2ccccc2c1N	x	-7%	0	9%	i	2	6%	6%	13%
CCn1c2ccccc2c2cc(NC(=O)COC(=O)Cc3cn4ccsc4n3)ccc21	5%	-7%	13	-4%	i	3	11%	32%	41%

Assay outcomes (PubChem)
